High-throughput results (PubChem BioAssay)
PPARg SRC1 recr = PPARgamma-driven SRC-1 recruitment agonism | P37231 | PPARgamma-SRC-1 coactivator recruitment biochemical assay | activation, % at 8 µM | 0.41% of 200,000 active; in the data active means activation above about 19%;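 further: 0% = DMSO and 100% = reference agonist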
Target sequence (P37231 whole entry, looked up): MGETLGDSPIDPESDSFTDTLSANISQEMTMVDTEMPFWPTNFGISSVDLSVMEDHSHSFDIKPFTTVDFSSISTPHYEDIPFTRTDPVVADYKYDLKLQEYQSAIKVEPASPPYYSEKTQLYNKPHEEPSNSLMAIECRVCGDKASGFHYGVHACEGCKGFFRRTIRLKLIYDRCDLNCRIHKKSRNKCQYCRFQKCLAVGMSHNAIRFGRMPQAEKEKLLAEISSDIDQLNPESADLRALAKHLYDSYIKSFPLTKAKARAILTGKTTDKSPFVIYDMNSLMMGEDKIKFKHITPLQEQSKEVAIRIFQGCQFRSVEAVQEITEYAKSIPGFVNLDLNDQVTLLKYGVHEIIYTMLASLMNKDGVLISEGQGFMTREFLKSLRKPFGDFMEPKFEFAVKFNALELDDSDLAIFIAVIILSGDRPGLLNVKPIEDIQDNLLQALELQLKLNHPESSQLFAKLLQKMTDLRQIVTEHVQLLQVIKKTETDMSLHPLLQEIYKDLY
ROMK mod = modulates human ROMK potassium channel activity | B-score at 10 µM | Tet-inducible ROMK, thallium flux fluorescence; actives lie on both sides | AID 1918 | 2% of 130,000 active | P48048;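 active means signal ratio slope over the read window, or its plate-corrected B-score, at least 3 SD from the plate mean, either direction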;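 further: B-score of the F/F0 ratio slope over 7 to 12 s after thallium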
Target sequence (P48048 whole entry, looked up): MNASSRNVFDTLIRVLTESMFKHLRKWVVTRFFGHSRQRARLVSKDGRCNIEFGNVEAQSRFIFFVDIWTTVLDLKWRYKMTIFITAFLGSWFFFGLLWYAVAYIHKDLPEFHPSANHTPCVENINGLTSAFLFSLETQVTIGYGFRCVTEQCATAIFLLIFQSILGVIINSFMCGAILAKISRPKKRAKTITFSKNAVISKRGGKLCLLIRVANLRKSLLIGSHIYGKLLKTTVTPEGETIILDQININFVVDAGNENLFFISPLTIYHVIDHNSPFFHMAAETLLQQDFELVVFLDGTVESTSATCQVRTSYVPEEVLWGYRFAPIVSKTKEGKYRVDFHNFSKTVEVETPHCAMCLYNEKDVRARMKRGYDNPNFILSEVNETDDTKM
Diaph act CS = diaphorase activation or chemical reduction counter-screen. Diaphorase/resazurin coupled assay, resorufin fluorescence, 16 min; stronger effect = higher value; 1 = vehicle wells, 0 = NADH-free wells. activation factor at 20 µM. 0.005% of 190,000 active. AID 1229;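 active means diaphorase activity raised at least twofold by the compound at 20 µM; inactive means activation factor below 2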
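Test system: Clostridium kluyveri diaphorase, purified enzyme; input: enzyme 0.07 U/mL final; buffer or medium: 50 mM HEPES pH 7.4 with 4.542 mM MgCl2, 0.005% Tween 20; also added: 0.114 mM NADH and 0.1 mM resazurin, final amounts; schedule: 16 min enzyme reaction, ambient temperature; technique: fluorescence of resorufin, 544 nm excitation, 590 nm emission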
PMI activator = phosphomannose isomerase (human) activation. P34949. purified human PMI, coupled resazurin fluorescence, 20 min; stronger effect = higher value; 1 = vehicle control, 0 substrate-free wells. activation factor at 20 µM. 0.005% of 190,000 active. AID 1214;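 active means activation factor of 2 or more at 20 µM, relative to plate controls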
G6PDH counter = L. mesenteroides G6PDH inhibition counter-screen. Purified L. mesenteroides G6PDH, diaphorase/resazurin coupled fluorescence, 45 min. inhibition, % at 5 µM. 0.12% of 200,000 active. AID 1020; in the data active means inhibition above about 50%
PPARg SRC-3 ag = promotes SRC-3 coactivator recruitment by human PPARgamma. P37231. biochemical PPARgamma/SRC-3 coactivator recruitment assay. activation, % at 8 µM. 0.26% of 200,000 active. AID 731; in the data active means activation above about 23%;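 further: 0% = DMSO and 100% = reference agonist; some compounds past the cut are filed as inactive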
SRC2 TRFRET art = counter-screen for PPARgamma SRC-2 recruitment agonists: TR-FRET artefact. TR-FRET ratio at 8 µM. stronger effect = higher value. 0.4% of 200,000 active. AID 1049; in the data active means TR-FRET ratio above about 2000; further: inactives centre near 1500
PMI act hi M6P = increases human PMI activity with near-saturating mannose 6-phosphate. P34949. coupled PMI enzyme assay, resazurin fluorescence, 20 min; stronger effect = higher value; 1 = untreated enzyme, 0 = substrate-free blank. activation factor at 20 µM. 0.34% of 190,000 active. AID 1216;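 active means activation factor of 2 or more at 20 µM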
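Material: human phosphomannose isomerase with PGI, G6PDH, diaphorase coupling enzymes. Quantity: 15 ng/mL PMI. Medium: HEPES pH 7.4 buffer with MgCl2 and Tween-20. Reagent: Near-saturating mannose-6-phosphate, 1.0 mM. Compound: 20 µM single dose. Times: enzyme reaction with compound 20 min at room temperature. Detection: resorufin fluorescence at Ex 544/Em 590 nm.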
S1P3 antag = S1P3 (human) receptor antagonism | Q99500 | CHO S1P3 NFAT-BLA reporter, FRET fluorescence, antagonist mode | inhibition, % at 4.98 µM | 0.27% of 170,000 active | AID 485;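 active means inhibition above the plate cutoff, the mean inhibition of test wells on that plate plus 3 SD, cut at about 28% in these data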;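 further: cells challenged with S1P at its EC80 of 0.8 µM; blue over green emission ratio from cleaved BLA substrate after 4 h stimulation; 0% = S1P-stimulated wells and 100% = unstimulated DMSO-only wells; some compounds past the cut are filed as inactive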
PPARg SRC-2 ag = PPARgamma-driven SRC-2 recruitment agonism; P37231; PPARgamma LBD-SRC-2 recruitment, biochemical; activation, % at 8 µM; 0.34% of 200,000 active; in the data active means activation above about 22%;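 further: 0% = vehicle and 100% = reference agonist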
Diaphorase inh = inhibits diaphorase or chemically oxidizes, flagging diaphorase assay artifacts; diaphorase resazurin-to-resorufin fluorescence, NADH, 16 min; bacterial (C. kluyveri) enzyme, not human; inhibition, % at 20 µM; AID 1217; 0.69% of 190,000 active;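 active means primary screen inhibition at 20 µM above a set limit, cut at about 50% in these data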;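 further: plate controls were DMSO with full reaction for no effect and wells lacking NADH for full effect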
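System: Diaphorase enzyme from Clostridium kluyveri | Amount: Enzyme working solution with 0.14 U/mL diaphorase | Benchmarks: No-NADH positive control and DMSO neutral control | Signal: Fluorescence of resorufin formed from resazurin, Ex 544/Em 590 nm | Schedule: 16-min room-temperature incubation before reading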
Active calls of the source: *; / = not tested or not shown.

SMILES | PPARg SRC1 recr | ROMK mod | Diaph act CS | PMI activator | G6PDH counter | PPARg SRC-3 ag | SRC2 TRFRET art | PMI act hi M6P | S1P3 antag | PPARg SRC-2 ag | Diaphorase inh
COc1cc(Cl)c(C)cc1NC(=O)CSc1nc2ccccc2o1 | 9 | / | 0.9 | 0.9 | -41 | 20 | 1519 | 0.9 | 38 | 4 | 11
CC(NC(=O)c1cccnc1)C(=O)O (stereo not given) | 2 | / | 1.1 | 1 | 8 | -3 | 1667 | 1 | 0 | 5 | -7
CC(O)CC(C(=O)NNc1ccccc1)C(=O)NNc1ccccc1 (stereo not given) | 8 | 0.69 | 0.9 | 1.7 | 3 | 3 | 1712 | 2.5* | 17 | 7 | 13
Cc1ccc(SCCC(=O)NC(C(C)C)C(C)C)cc1 | 4 | 0.63 | 0.9 | 1 | 4 | -1 | 1555 | 1.1 | 0 | 3 | 10
CCn1c(CN2CCN(C(=O)c3ccco3)CC2)nc2c1c(=O)n(C)c(=O)n2C | -4 | 1 | 0.9 | 1 | 6 | -14 | 1333 | 1 | 0 | -1 | 7
COc1ccc(Nc2nc(-c3cc4cccc(OC)c4oc3=O)cs2)cc1 | 4 | 0.23 | 0.9 | 0.8 | -12 | 10 | 1799 | 1 | -19 | 10 | 8
Cc1c(NC(=O)c2cnn3c2NC(c2ccc(Br)cc2)CC3C(F)(F)F)c(=O)n(-c2ccccc2)n1C (stereo not given) | -2 | 0.95 | 0.9 | 1 | 5 | 0 | 1517 | 1 | / | 4 | 11
O=C(NCC(=O)N1CCCCC1)c1ccc(Cl)cc1Cl | -5 | -0.0012 | 1 | 1 | -2 | -4 | 1482 | 1 | / | -6 | 3
COC(c1ccccc1)c1nnc(CCC(=O)N(C)CCOc2ccccc2)o1 (stereo not given) | -1 | 0.022 | 0.9 | 1 | 6 | 0 | 1760 | 1 | -8 | -7 | 9
Cc1n(C)c2cc(Cl)ccc2[n+]1Cc1ccccc1 | 0 | -0.00023 | 0.8 | 0.6 | 4 | -1 | 1602 | 0.8 | -18 | 11 | 19
COc1ccc(N2C(=O)CSC23C(=O)N2c4c(cccc43)C(C)=CC2(C)C)cc1 (stereo not given) | -2 | -1.8 | 1 | 1.1 | -5 | -6 | 1512 | 1 | / | 7 | 3
COc1cccc(C2CCCN2Cc2nc(-c3cnccn3)no2)c1 (stereo not given) | -3 | 0.86 | 0.8 | 0.9 | 9 | 7 | 1420 | 0.9 | -13 | -9 | 17
COc1ccc(C2/C(=C(/O)c3ccccc3)C(=O)C(=O)N2CCN2CCOCC2)c(OC)c1 (stereo not given) | 2 | 0.72 | 0.7 | 1.1 | 6 | 3 | 1384 | 1.5 | -24 | 3 | 26
O=C(c1cccc(Br)c1)N1CCN(c2cnn(-c3ccccc3)c(=O)c2Cl)CC1 | -4 | 0.2 | 1 | 1 | 3 | -2 | 1548 | 1.1 | -12 | -2 | 4
CCN1CCCC1CNC(=O)c1cc2c(-c3ccc(Cl)cc3)nn(C)c2s1 (stereo not given) | 22* | / | 0.9 | 0.9 | 1 | 0 | 1719 | 0.9 | 19 | 4 | 12
Fc1cccc(Cl)c1Cn1nnc(-c2ccc3c(c2)OCO3)n1 | 2 | -0.52 | 0.8 | 0.8 | 3 | -2 | 1489 | 0.8 | -7 | 1 | 15
CCN(CCCCCN(C)C)Cc1cc2ccccc2o1 | -3 | -0.43 | 1.1 | 1.2 | 18 | -2 | 1493 | 1.2 | 8 | -11 | -8
NC(=O)c1oc2ccccc2c1NC(=O)c1nc2ccccc2s1 | 7 | 1.1 | 0.9 | 0.9 | -1 | 4 | 1492 | 1 | 9 | 7 | 14
O=C(N/N=C/c1cccnc1)C1CCCN(S(=O)(=O)c2ccccc2)C1 (stereo not given) | 14 | / | 0.9 | 0.9 | -9 | 5 | 1648 | 0.9 | / | 13 | 11
Cc1ccsc1C(=O)OCC(=O)c1cc2ccccc2o1 | 5 | / | 0.7 | 0.9 | 5 | 2 | 1580 | 0.9 | / | 6 | 31
Cc1ccc(OCCn2c(CCCO)nc3ccccc32)cc1 | -1 | -1 | 1 | 1 | 18 | 1 | 1498 | 1.1 | / | 0 | 3
Cc1cc(NS(=O)(=O)c2ccc(NC(=O)CSc3nc4sc(C)c(C)c4c(=O)[nH]3)cc2)no1 | 3 | 0.69 | 1 | 1.3 | 6 | 4 | 1672 | 1.2 | -18 | 1 | 4
NNC(=O)c1ccc(Cn2cc(Cl)cn2)cc1 | 6 | 0.72 | 0.9 | 1 | -2 | -1 | 1552 | 1 | -10 | 1 | 12
c1ccc(Cc2nc3ccccc3n2Cc2ccccc2)cc1 | 3 | / | 1 | 1 | 15 | -2 | 1521 | 1 | / | 5 | 4
O=C(CSc1n[nH]c(-c2ccncc2)n1)c1ccccc1 | -4 | 0.66 | 0.9 | 0.8 | -8 | -4 | 1443 | 1 | 72* | -5 | 12
COc1ccc(CCNC(=O)C(=O)NCCOc2ccccc2)cc1OC | -4 | / | 0.9 | 1 | 5 | -5 | 1558 | 1 | 12 | -5 | 10
Cc1ccc(S(=O)(=O)N(C)CC(=O)OCC(=O)N2CCCC2=O)cc1 | -2 | 0.86 | 1.1 | 1.1 | 6 | 5 | 1445 | 1.1 | -7 | 0 | -8
C=CCC(C#Cc1ccccc1)N(C)C (stereo not given) | 3 | / | 1 | 1.1 | 12 | -3 | 1807 | 1.1 | / | 5 | -1
O=[N+]([O-])c1ccc(Nc2ccc(N3CCOCC3)cc2)c([N+](=O)[O-])c1 | -4 | 1.2 | 0.9 | 1 | 5 | -10 | 1482 | 1 | -19 | -3 | 10
CCc1ccc2c(c1)/C(=C/C(=O)c1cccs1)C(=O)N2 | -5 | / | 0.7 | 0.9 | -4 | 13 | 1631 | 0.9 | / | 5 | 26
CCOC(=O)N1CCN(C(=O)CN(C)S(=O)(=O)c2ccc3c(c2)c(=O)n(C)c(=O)n3C)CC1 | 2 | / | 0.9 | 1 | 2 | 5 | 1625 | 1.1 | -2 | 8 | 7
O=C(Nc1ccccc1)O/N=C1\CCCCC1c1ccc([N+](=O)[O-])cc1[N+](=O)[O-] (stereo not given) | 7 | / | 0.7 | 0.7 | 5 | 1 | 1331 | 0.7 | / | 1 | 27
Cc1ccc(NC(=O)c2ccc([N+](=O)[O-])o2)cc1S(=O)(=O)N1CCOCC1 | -2 | -0.46 | 1 | 1.1 | 2 | 1 | 1469 | 1 | -3 | 0 | 3
COc1cc(-c2nc(CN3CCN(CC(C)C)C(=O)[C@@H]3C)c(C)o2)ccc1F | 7 | 0.46 | / | / | 21 | 3 | 1603 | / | 9 | -4 | /
COc1ccc(NC(=O)CN(C)S(=O)(=O)c2cccc3cccnc23)cc1 | 7 | / | 0.8 | 0.9 | 12 | 2 | 1623 | 0.9 | -1 | 3 | 19
FC(F)(F)c1ccc2nnc(-c3c(Cl)cccc3Cl)n2c1 | -10 | / | 0.9 | 1 | 10 | 3 | 1414 | 1 | / | 0 | 13
CCOC(=O)N1CCN(C(=O)c2cc(-c3ccc(F)cc3)[nH]c2C)CC1 | -1 | -0.048 | 0.9 | 1.1 | -1 | -5 | 1310 | 1.1 | -25 | -4 | 7
S=C(NCc1cccs1)Nc1cccc(Cl)c1 | -2 | / | 0.9 | 0.9 | -12 | 18 | 1578 | 0.9 | / | 4 | 11
CCOC(=O)c1ccc(Nc2ncnc3ccc(C)cc23)cc1 | -3 | / | 1.1 | 1 | 1 | -2 | 1503 | 1 | / | -6 | -11
Cc1cc(/C=C2/SC(=S)N(c3ccc([N+](=O)[O-])cc3)C2=O)c(C)n1-c1cccnc1 | -4 | -0.82 | 0.9 | 0.9 | -4 | -3 | 1575 | 1 | -20 | -3 | 7

Given with values under each structure: 3 of the compounds above
Sequence of screens – PPARg SRC1 recr, ROMK mod, Diaph act CS, PMI activator, G6PDH counter, PPARg SRC-3 ag, SRC2 TRFRET art, PMI act hi M6P, S1P3 antag, PPARg SRC-2 ag, Diaphorase inh
- Cc1cc(/C=C2/SC(=S)N(c3ccc([N+](=O)[O-])cc3)C2=O)c(C)n1-c1cccnc1
  -4, -0.82, 0.9, 0.9, -4, -3, 1575, 1, -20, -3, 7
- CCc1ccc2c(c1)/C(=C/C(=O)c1cccs1)C(=O)N2
  -5, /, 0.7, 0.9, -4, 13, 1631, 0.9, /, 5, 26
- CCOC(=O)c1ccc(Nc2ncnc3ccc(C)cc23)cc1
  -3, /, 1.1, 1, 1, -2, 1503, 1, /, -6, -11

New compounds follow.
SMILES | PPARg SRC1 recr | ROMK mod | Diaph act CS | PMI activator | G6PDH counter | PPARg SRC-3 ag | SRC2 TRFRET art | PMI act hi M6P | S1P3 antag | PPARg SRC-2 ag | Diaphorase inh
O=C(COC(=O)CSc1ccc2ccccc2c1)NC1CCCC1 | 1 | 0.31 | 0.9 | 1 | 16 | 1 | 1498 | 1 | 0 | 15 | 14
CCOCC(=O)Nc1nnc(COC)s1 | -4 | / | 1.1 | 1 | 16 | -5 | 1597 | 1 | / | 2 | -8
CCc1cc2c(CN3CCN(CC)CC3)cc(=O)oc2cc1O | -4 | 0.057 | 0.9 | 0.9 | -1 | -4 | 1424 | 1 | 2 | -6 | 9
OCCNCc1cccc(OCc2ccccc2Cl)c1 | 11 | / | 1.1 | 1 | 6 | -2 | 1481 | 1.1 | -13 | -1 | -7
CC1(C)CC(C#N)(N2CCOCC2)CCO1 (stereo not given) | 1 | 0.011 | 1 | 1 | 10 | -8 | 1676 | 1.1 | -29 | 0 | -4
Cc1cccc(Cn2nc(C)cc2NC(=O)Cn2cc([N+](=O)[O-])cn2)c1 | 1 | -0.26 | 0.9 | 1.1 | -2 | -2 | 1378 | 0.9 | -9 | 0 | 6
O=C(c1ccc2nc(N3CCOCC3)sc2c1)N1CCN(C(=O)c2ccco2)CC1 | 2 | / | 0.8 | 1 | 2 | 12 | 1507 | 1 | -11 | 2 | 15
CC1(C)CC(NC(=O)C23CCC(C)(/C(=N/O)C2)C3(C)C)CC(C)(C)N1 (stereo not given) | 0 | 0.32 | 1.1 | 1.1 | 2 | 2 | 1513 | 1 | / | 2 | -5
O=C(O)C1CC(=O)N(Cc2cccs2)C1 (stereo not given) | 2 | 0.59 | 1.1 | 1.1 | 12 | 6 | 1584 | 1.1 | / | 10 | -14
O=C(NCc1ccccn1)c1ccc2nc(-c3ccco3)c(-c3ccco3)nc2c1 | 12 | / | 0.5 | 1.2 | -26 | 3 | 1525 | 1.6 | 10 | 8 | 51*
